Bioassay records (PubChem BioAssay)
AmpC inh no detg: blocks E. coli AmpC beta-lactamase in detergent-free assay | Potency, µM (doses to about 57.1 µM), without a hit: at the highest dose activity change, negative = inhibition, hits mostly inhibitors | P00811 | AmpC nitrocefin hydrolysis, absorbance 480 nm, 0.0001% Triton | actives 0.52% (n = 330,000);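 further: potency means the concentration at half of the fitted maximal effect; plate controls were no compound for no effect and no enzyme for full effect; nearly all actives have a fitted effect of over 20% in size; some results filed as inactive show a strong effect at the top dose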
Target sequence (P00811 whole entry, looked up): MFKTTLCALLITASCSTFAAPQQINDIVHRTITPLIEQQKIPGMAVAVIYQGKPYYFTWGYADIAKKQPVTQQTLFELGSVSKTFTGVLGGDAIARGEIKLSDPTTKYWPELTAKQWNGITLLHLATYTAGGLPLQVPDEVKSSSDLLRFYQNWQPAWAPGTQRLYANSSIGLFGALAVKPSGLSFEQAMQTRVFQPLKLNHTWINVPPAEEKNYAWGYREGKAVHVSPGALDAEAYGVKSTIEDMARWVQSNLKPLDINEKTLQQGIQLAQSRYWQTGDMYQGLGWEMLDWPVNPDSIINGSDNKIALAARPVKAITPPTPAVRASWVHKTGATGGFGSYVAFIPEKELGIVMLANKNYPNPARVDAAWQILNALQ
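20 mM phosphate pH 7.0 + 0.01% (detergent screen) or 0.0001% Triton X-100; 5.3 nM AmpC reagent; cpd preinc 15 min RT; nitrocefin (800 uM stock) to start; A480 q20 s × 4 min; Activity was normalised to no-enzyme and no-compound control wells.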
Tb PYK inh: T. brucei pyruvate kinase inhibition; Q57TT1; TbPYK enzyme, Kinase-Glo Plus ATP luminescence, 45 min; Potency, µM (series often up to 76.8 µM), inactives show at the top dose activity, negative = inhibition, most hits filed as inhibitors; actives 0.12% (n = 410,000); AID 624173; further: potency means the concentration at half of the fitted maximal effect; nearly all actives have a fitted effect of over 50% in size
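Enzyme and substrate buffer are dispensed first and compound is pin-transferred. ADP at 130 uM final then starts the reaction, which runs 45 min at room temperature. Detection reagent is added for 10 min before luminescence is imaged.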
LmPK inhibitor: inhibitors of Leishmania mexicana pyruvate kinase; Q27686; purified LmPK, Kinase-Glo ATP luminescence, 1 h; Potency, µM (top dose mostly 57.5 µM), inactives show at the top dose activity change, negative = inhibition, most hits filed as inhibitors; actives 0.37% (n = 290,000); further: potency means the concentration at half of the fitted maximal effect
Target sequence (Q27686 whole entry, looked up): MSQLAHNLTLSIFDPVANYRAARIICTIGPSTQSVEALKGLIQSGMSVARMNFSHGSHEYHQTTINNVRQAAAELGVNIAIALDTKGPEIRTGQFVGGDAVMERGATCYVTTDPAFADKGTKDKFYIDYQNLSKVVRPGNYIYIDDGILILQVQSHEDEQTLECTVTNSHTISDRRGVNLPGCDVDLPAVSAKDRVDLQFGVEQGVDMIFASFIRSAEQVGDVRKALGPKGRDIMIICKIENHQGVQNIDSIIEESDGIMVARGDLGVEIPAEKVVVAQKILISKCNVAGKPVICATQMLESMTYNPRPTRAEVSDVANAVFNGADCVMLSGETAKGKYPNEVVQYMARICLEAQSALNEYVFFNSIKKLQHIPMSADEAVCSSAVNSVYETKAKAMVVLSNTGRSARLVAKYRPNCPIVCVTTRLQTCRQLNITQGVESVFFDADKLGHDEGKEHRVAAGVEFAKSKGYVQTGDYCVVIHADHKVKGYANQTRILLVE
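ATP generated from ADP (0.1 mM) and PEP (0.5 mM) by 0.1 nM LmPK over 1 h at room temperature (pH 7.2 imidazole buffer) was detected by coupled luciferase luminescence. Values were normalized to uninhibited and no-enzyme wells.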
HCMV inh: blocks human cytomegalovirus replication. HFF cells, HCMV-luciferase reporter, 72 h; stronger effect = lower value. actives 4.5% (n = 410,000). activity change, negative = inhibition, % at 57.5 µM; in the data active means activity change below about -60%; inconclusive means no clear call, values can overlap the other calls; inactive means above about -39%
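Compounds were evaluated in HFFs infected with an HCMV luciferase reporter virus (MOI 1 PFU/cell). Luciferase in lysates collected 72 h post infection served as the replication measure.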
AMA1-RON2 inh: disrupts binding of P. falciparum AMA1 to RON2; AID 720542; actives 0.2% (n = 360,000); Potency, µM (top dose mostly 58.2 µM), inactives show top-dose activity change, negative = inhibition, most hits filed as inhibitors; AlphaScreen AMA1-biotinylated RON2 peptide binding;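 further: potency means the concentration at half of the fitted maximal effect; 0% = vehicle wells and -100% = peptide control; nearly all actives have a fitted effect of over 45% in size; some results filed as inactive show a strong effect at the top dose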
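AMA1 (3D7) with his tag at 25 nM final met compounds first, then biotinylated RON2 peptide at 25 nM; detection used donor plus acceptor beads, 10 µg/mL apiece, read by AlphaScreen after 30 min at room temperature.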
AmpC detergent: inhibitors of E. coli AmpC beta-lactamase with detergent; actives 0.041% (n = 370,000); AmpC hydrolysis of nitrocefin, absorbance 480 nm, 0.01% Triton; Potency, µM (series often up to 114 µM), for inactives: at the highest dose activity change, negative = inhibition, usual class: inhibitors;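 further: potency means the concentration at half of the fitted maximal effect; 0% = no-compound wells and -100% = no-enzyme wells; nearly all actives have a fitted effect of over 25% in size; some results filed as inactive show a strong effect at the top dose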
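AmpC (5.3 nM in the dispensed reagent) in 20 mM phosphate pH 7.0 with 0.01% (detergent screen) or 0.0001% Triton X-100 was preincubated with compounds for 15 min at room temperature. Nitrocefin was then added from an 800 uM solution, and hydrolysis was followed at 480 nm.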
Sm TGR inh: blocks Schistosoma mansoni thioredoxin glutathione reductase. Q962Y6. purified TGR, DTNB reduction, TNB absorbance 405 nm. Potency, µM (titrated, usually from 114 µM), inactives show at the highest dose activity change, negative = inhibition, hits mostly inhibitors. actives 3% (n = 360,000). AID 485364; further: potency means the concentration at half of the fitted maximal effect; nearly all actives have a fitted effect of over 60% in size
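Kinetic colorimetric format: TGR-catalysed, NADPH-driven DTNB reduction monitored via TNB absorbance. Enzyme dispensed at 20 nM; compound exposure 15 min at room temperature before reaction start.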
An asterisk follows results filed as active; ? = inconclusive; . = no result given; [ ] = another dose, or the depositor's remark. Unless noted, the call rests on the fitted dose curve; in most records, active means well fitted curve in the direction sought with a large enough effect; inconclusive means small, poorly fitted or top-dose-only effect, or another doubt; inactive means no such curve, though single readings can be large; an effect the other way counts as inactive or inconclusive. Unless noted, on the % scale 0 is the no-effect control and ±100 the full control effect.

The opening three entries as a preview:
| Structure | Sm TGR inh | Tb PYK inh | AMA1-RON2 inh | LmPK inhibitor | HCMV inh | AmpC inh no detg | AmpC detergent |
| --- | --- | --- | --- | --- | --- | --- | --- |
| N#CC1=C(SCC(=O)c2ccccc2)NC2=C(C(=O)CCC2)C1c1ccco1 (stereo not given) | ? | -14.0% | -21.3% | 3.2% | 106.1 | -23.6% | 8.8% |
| COCCNC(=O)N1[C@H]2CC[C@@H]1C(C(=O)OC)=C(c1cccc(C#N)c1)C2 | -3.8% | -3.6% | 4.0% | . | -9.5 | -6.8% | 1.7% |
| O=C(c1ccc(Cl)c(Cl)c1)N(Cc1ccco1)c1ccc(O)cc1 | -23.7% | -3.4% | 3.7% | 8.1% | -15.9 | -41.6% | -8.5% |

The list itself, from the first entry:
| Structure | Sm TGR inh | Tb PYK inh | AMA1-RON2 inh | LmPK inhibitor | HCMV inh | AmpC inh no detg | AmpC detergent |
| --- | --- | --- | --- | --- | --- | --- | --- |
| N#CC1=C(SCC(=O)c2ccccc2)NC2=C(C(=O)CCC2)C1c1ccco1 (stereo not given) | ? | -14.0% | -21.3% | 3.2% | 106.1 | -23.6% | 8.8% |
| COCCNC(=O)N1[C@H]2CC[C@@H]1C(C(=O)OC)=C(c1cccc(C#N)c1)C2 | -3.8% | -3.6% | 4.0% | . | -9.5 | -6.8% | 1.7% |
| O=C(c1ccc(Cl)c(Cl)c1)N(Cc1ccco1)c1ccc(O)cc1 | -23.7% | -3.4% | 3.7% | 8.1% | -15.9 | -41.6% | -8.5% |
| CCCOc1cccc(-c2nc3ccccc3c(=O)o2)c1 | 20.2% | -1.7% | -5.3% | 0.9% | 62.5 | -31.2% | 5.1% |
| COc1ccc(N=C2C(=Nc3ccc(OC)cc3)N(c3ccc(OC)cc3)C(=S)N2c2ccccc2)cc1 | -4.7% | -9.7% | -11.9% | 6.8% | -15.5 | -30.9% | -4.3% |
| O=C(OCc1cn([C@H]2CN(Cc3cccs3)[C@@H](c3ccccc3)C[C@@H]2O)nn1)c1ccccc1 | . | -16.5% | -10.6% | . | 4.9 | . | . |
| COCCNC(=O)COC(=O)c1ccc(S(=O)(=O)N2CCOCC2)cc1 | 1.4% | 0.7% | 13.2% | -4.5% | -39.0 | -19.2% | 0.0% |
| COc1ccc(Br)cc1CNC(=O)C(C)n1nc(C)n2c(cc3occc32)c1=O (stereo not given) | -0.5% | 7.0% | . | . | ? | . | 21.0% |
| Cc1ccc2oc(-c3cc(NC(=O)c4ncn[nH]4)ccc3O)nc2c1 | -3.0% | 3.5% | 54.3%[activator] | 2.1% | -25.7 | -24.8% | 2.3% |
| CC(=O)c1cccc(N(C(=O)c2ccco2)C(C(=O)NC2CCCCC2)c2ccc(C)o2)c1 (stereo not given) | -26.5% | -17.2% | 16.6% | -8.8% | -20.3 | 27.0% | -10.1% |
| Cc1cc(C)nc(-n2ncc3c2CC(c2ccc(F)cc2)CC3=O)n1 (stereo not given) | -1.4% | -3.1% | 6.6% | -5.8% | -20.3 | 71.8%[activator] | 4.4% |
| Cc1ccccc1OCCC(=O)Nc1ccccc1C(=O)NC1CC1 | -1.8% | -0.7% | -6.1% | . | -12.7 | -6.2% | ? |
| CCOC(=O)c1[nH]c(C)c(/C(O)=C2\C(=O)C(=O)N(CCCN(CC)CC)C2c2cccnc2)c1C (stereo not given) | . | -2.5% | 0.0% | . | -5.3 | . | . |
| CCc1ccc(C(=O)COC(=O)c2cnc(C)cn2)cc1 | 8.0% | 0.2% | -1.0% | -1.4% | -9.2 | 149.6%[activator] | -1.7% |
| Cc1ccccc1OC1CCN(C(=O)C2CCC(=O)N(C3CCCC3)C2)CC1 (stereo not given) | -0.2% | 3.8% | 0.5% | 0.3% | ? | 190.8%[activator] | 1.6% |
| CSc1ncccc1C(=O)Nc1ccc(OC(F)(F)F)cc1 | -0.4% | -14.1% | 31.1%[activator] | 5.9% | 2.4 | -10.7%[11.4 µM] | -6.8% |
| Cc1ccc(S(=O)(=O)N(Cc2ccc(F)cc2)C(=O)N2CCN(C)CC2)cc1 | -0.4% | -11.7% | 5.5% | . | -23.5 | -13.8% | -14.7% |
| Cc1ccc(C(=O)NC2=NCCS2)cc1 | 0.2% | . | . | -16.4% | 93.6 | -20.3% | -8.1% |
| CC1(C)CC(=O)C(C=NCCN2CCN(CCc3ccccc3)CC2)=C(O)C1 | -4.9% | 0.2% | 38.3%[activator] | -4.3% | 30.8 | 4.8% | ? |
| Cc1onc(-c2ccccc2Cl)c1C(=O)N[C@@H](C)c1ccccc1 | . | 0.0% | 16.2% | . | -0.5 | . | . |
| COc1ccc(C2C=CC(=O)CC2)c(OC)c1 (stereo not given) | . | 3.4% | 1.4% | . | -8.5 | . | . |
| COc1cccc(C(=O)OCC(=O)Nc2ccc(N3CCOCC3)cc2)c1 | -1.9% | 0.7% | -3.7% | . | 5.2 | -28.5% | -8.3% |
| Cc1ccc(S(=O)(=O)N2CCC(C(=O)N[C@@H](C)C(=O)NC3CCS(=O)(=O)C3)CC2)cc1 (stereo not given in full) | 7.4% | . | . | -4.3% | -6.3 | -14.6% | -11.5% |
| CCCn1nnc(NC(=O)c2ccc([N+](=O)[O-])cc2Cl)n1 | -1.0% | -2.9% | 8.8% | 10.8% | 44.9 | -6.7% | 5.8% |
| CN(c1ccccc1)S(=O)(=O)c1cccc(C(=O)Nc2ncn[nH]2)c1 | 12.6% | 3.1% | 70.2%[activator] | -0.6% | -38.8 | -30.7% | 5.0% |
| O=C(CSc1nnc(-c2ccccc2)n1Cc1ccccc1)NNC(=O)c1ccccc1O | -0.3% | 16.6% | 84.9%[activator] | 4.0% | -11.1 | -17.5% | -10.8% |
| CSc1ccc(CCNC(=O)c2csc3c2CCCCC3)cc1 | 4.9% | -6.4% | . | . | -1.8 | . | ? |
| Cc1ccc(NC(=O)COc2ncnc3ccccc23)cc1S(=O)(=O)N1CCOCC1 | -2.1% | 1.7% | -14.5% | -0.8% | -30.8 | -14.0% | 0.4% |
| COc1ccc(S(=O)(=O)N2CCCCC2)cc1NC(=S)Nc1ccccc1 | 0.0% | -3.6% | 21.5% | 0.4% | 18.4 | -50.7% | -3.6% |
| Cc1cc(N2CCN(c3ccc(F)cc3)CC2)n2cnnc2n1 | -6.2% | 6.6% | . | . | ? | . | 0.6% |
| COc1ccc(CNC(=O)c2cccc(-n3cnc4cccnc43)c2C)cc1 | -1.8% | 2.7%[15.4 µM] | . | . | 0.0 | . | -4.0% |
| Cc1cc2nc(CCN(Cc3cccnc3)C(=S)Nc3ccccc3)[nH]c2cc1C | -1.0% | -6.9% | -0.3% | 3.9% | -31.1 | 58.6% | 2.9% |
| O=C(CONS(=O)(=O)c1ccc(Cl)cc1)NCCNc1ncc(C(F)(F)F)cc1Cl | . | 6.1% | 18.3% | -0.6% | -38.3 | 19.4% | 1.4% |
| COC(=O)c1c(NC(=O)COC(=O)c2ccccc2O)sc2c1CCCCC2 | -9.6% | 9.1% | 11.9% | 1.8% | -12.2 | -23.2% | ? |
| Fc1ccc(CNC(=S)NC2CCCCC2)cc1 | -0.2% | 8.4% | 9.5% | -1.9% | ? | 11.1%[2.29 µM] | ? |
| CCN(CC(=O)Nc1ccc2c(c1)OCCO2)C(=O)/C=C/c1cccc(OC)c1OC | 0.8% | -2.1% | -6.8% | . | 7.1 | -0.7% | -20.5% |
| COc1ccc2c(c1)oc(=O)c1ccccc12 | -0.8% | 0.8% | 4.4% | 4.1% | 20.2 | -11.3% | ? |
| N#Cc1ccccc1OCC(=O)Nc1ccccc1C(=O)NC1CC1 | 0.0% | 2.0% | 6.3% | . | -1.5 | -3.6% | -1.0% |
| O=C(COC(=O)c1cc2ccccc2cc1O)c1ccccc1 | 2.4% | -0.6% | 8.6% | -1.0% | 18.8 | -12.1% | 2.0% |
| O=C(Nc1ccccc1)c1ccc(CSc2ccccn2)cc1 | 9.8% | ? | -12.0% | 12.6µM* | . | 28.1% | -1.2% |
| Cn1c(NC(=O)c2ccccc2F)c(-c2cccs2)c(=O)c2ccccc21 | 3.4% | 1.2% | -3.7% | -5.7% | 14.8 | -11.6% | 2.8% |
| COc1ccc(-c2nc(CS(=O)CC(=O)NCc3ccc(C)cc3)c(C)o2)cc1OC (stereo not given) | 39.8µM* | 2.3% | -6.6% | -4.3% | . | 72.4%[activator] | -8.4% |
| Cc1ccc(S(=O)(=O)Nc2nc(C)c(C(=O)NN)s2)cc1 | 70.8µM* | -4.6% | 36.1%[activator] | 7.8% | -1.0 | ? | -3.5% |
| CN(CCCC(=O)NCc1ccc2c(c1)OCO2)S(=O)(=O)c1ccc([N+](=O)[O-])cc1 | -20.0% | -6.2% | -4.9% | -0.3% | 8.7 | 23.7% | -0.4% |
| CCOC(=O)/C=C/c1ccc2c(c1)S(=O)(=O)N(c1cccc(OC)c1)[C@H]2CC(=O)OCC | . | 3.1% | 7.1% | . | -11.6 | . | . |
| COCCN1C(=O)N(c2cccc(C)c2)C(=O)C1CC(=O)Nc1cc(OC)cc(OC)c1 (stereo not given) | 3.4% | -3.1% | 1.6% | -7.2% | 0.1 | 34.7% | 1.6% |
| CC1CC(C)CN(C/C=C/c2ccccc2[N+](=O)[O-])C1 (stereo not given) | -28.2% | -1.8% | -11.4% | 0.0% | 71.9 | -27.8% | -5.2% |
| CCOC(=O)c1csc(NC(=O)CN2CCN(C)CC2)n1 | 5.3% | -7.5% | 13.5% | 0.4% | 34.6 | -4.2% | -3.0% |
| O=C(COc1ccc(-c2ccccc2)cc1)N1CCN(S(=O)(=O)Cc2ccccc2)CC1 | -18.4% | -1.6% | 1.1% | 1.7% | -2.0 | 2.4% | -9.3% |
| CCOc1ccc(-c2cc(C(=O)NCc3cc(OC)cc(OC)c3)[nH]n2)c(C)c1 | . | 4.9% | -11.4% | . | -10.6 | . | . |
| Cc1ccc2nc(C(F)(F)F)c(C#N)c(N)c2c1 | 0.0% | -2.2% | -1.5% | 3.5% | -106.8* | -50.5% | -5.2% |
| C/C(=N\NC(=O)C(O)c1ccccc1)c1ccc(Cl)cc1 (stereo not given) | 21.4% | -3.7% | -2.4% | 4.2% | 45.4 | -5.9% | 8.4% |
| COc1ccc(CN2CC(=O)N(c3ccccc3C)C2=S)cc1OC | 2.8% | -1.5% | -2.9% | 2.5% | 24.4 | 22.4% | -9.5% |
| CCOC(=O)c1cnn(-c2ncnc3c2cnn3C)c1N | -7.9% | -3.3% | 5.8% | -0.5% | 103.9 | -13.2% | -6.3% |
